GPR55 antagonists – GPR55 antagonists blocking LPI-driven arrestin recruitment, primary screen, imaging, U2OS, beta-arrestin-GFP, LPI agonist (AID 2013); U2OS GPR55 beta-arrestin-GFP translocation imaging, LPI antagonism; higher % means a stronger effect; inhibition, % at 10 µM, or IC50 in µM where a hit was titrated; hit rate 0.13% among 290,000;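 active = spots per cell inhibited over 60%, with over 100 cells counted and total cytoplasm intensity under 500,000; inconclusive = wells with under 100 cells, flagged as likely toxic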;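 also: U2OS cells stably carrying GPR55 and arrestin-GFP stimulated by 5 µM LPI near EC80; imaged beta-arrestin-GFP aggregate spots per cell after agonist stimulation; plate controls were LPI-stimulated DMSO wells for no effect and DMSO wells without LPI for full effect; some results filed as inactive read as strong as hits; confirmed hits need IC50 under 10 µM and bright autofluorescent wells are also inconclusive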
NTR1 ag – NTR1-driven beta-arrestin-GFP spot formation – imaging, U2OS cells, high content, primary screen (AID 493036). P30989. agonist mode. activation, % at 20 µM. hit rate 0.17% among 330,000;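 active = activation at or above 40% of the spot to cytoplasm intensity ratio, with at least 20 cells analyzed; inconclusive = wells under 20 cells, flagged as cytotoxic or low count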;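 also: 0% = DMSO without peptide and 100% = 100 nM NTR1 peptide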
Target sequence (P30989 whole entry, looked up): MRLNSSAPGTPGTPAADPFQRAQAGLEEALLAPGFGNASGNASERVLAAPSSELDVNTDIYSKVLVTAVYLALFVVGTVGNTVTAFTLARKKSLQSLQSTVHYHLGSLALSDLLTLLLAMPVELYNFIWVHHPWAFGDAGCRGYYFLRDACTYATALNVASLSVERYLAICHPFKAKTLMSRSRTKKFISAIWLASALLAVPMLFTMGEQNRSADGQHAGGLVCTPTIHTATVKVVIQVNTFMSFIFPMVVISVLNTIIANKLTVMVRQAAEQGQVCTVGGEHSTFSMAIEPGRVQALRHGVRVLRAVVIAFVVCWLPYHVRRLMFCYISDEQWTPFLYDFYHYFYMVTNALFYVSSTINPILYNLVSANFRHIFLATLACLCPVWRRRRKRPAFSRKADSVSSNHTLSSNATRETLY
GPR55 beta-arrestin – GPR55 agonists via beta-arrestin recruitment, primary screen, imaging, U2OS cells, beta-arrestin-GFP redistribution (AID 1961) | U2OS GPR55 beta-arrestin-GFP redistribution imaging; higher % means a stronger effect | activation, % at 10 µM, or EC50 in µM where a hit was titrated | hit rate 0.048% among 290,000;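 active = activation above 40% with more than 50 cells counted in the well; inconclusive = wells holding fewer than 50 cells, flagged as toxic or sparse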;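 also: U2OS osteosarcoma cells stably expressing GPR55 and beta-arrestin-GFP; plate controls were DMSO negative control for no effect and LPI positive control for full effect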
K1F lysis inhibition – inhibition of K1F phage lysis, E. coli UTI89, bacterial capsule biogenesis inhibitors, alamar blue (AID 488966) | hit rate 0.02% among 340,000 | E. coli UTI89 K1F phage lysis, alamar blue, 2 h; higher % means a stronger effect | one-dose inhibition, % at 100 µM; IC50 in µM for titrated hits;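 active = phage lysis inhibition, versus mean bacterial control, above a set limit; inconclusive = no clear call, values can overlap the other calls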;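 also: capsule biogenesis inhibitors block K1F phage lysis so surviving cells raise fluorescence; higher fluorescence means more inhibition of phage lysis; actives were called in the ten point dose series up to 300 µM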
GPR35 antagonists – inhibition of zaprinast-stimulated GPR35 beta-arrestin translocation – imaging, U2OS, beta-arrestin-GFP, zaprinast agonist, primary screen (AID 2058) | U2OS GPR35 beta-arrestin-GFP translocation imaging, zaprinast antagonism; higher % means a stronger effect | inhibition, % at 10 µM; hits with a dose series show IC50 in µM | hit rate 0.052% among 290,000;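 active = inhibition of at least 50% with at least 30 cells and total cytoplasm GFP at most 10,000,000; inconclusive = under 30 cells or total GFP of 10,000,000 plus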
NOD1 inhibition – NOD1 signaling inhibitors, primary screen, cell-based, luminescence, uHTS (AID 1578); inhibition, % at 4 µM; hits with a dose series show EC50 in µM; hit rate 1% among 290,000; NOD1-driven NF-kB luciferase reporter cells, luminescence; higher % means a stronger effect; in the data active = inhibition mostly above about 36%, no sharp cut-off; inactive = mostly below about 34%;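 also: HEK-293T reporter cells stimulated with the NOD1 agonist gamma-tri-DAP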
KOR beta-arrestin-1 – KOR agonists, beta-arrestin recruitment, primary screen, cell-based, luminescence, uHTS (AID 1777) | one-dose activation, % at 10 µM; EC50 in µM for titrated hits | KOR beta-arrestin recruitment, luminescence; higher % means a stronger effect | hit rate 0.02% among 280,000; in the data active = activation above about 50%, passing the limit was not always enough; also: a part of the inactive calls stands beside numbers as strong as those of hits
Rac1 GTP hydrolysis – MgcRacGAP GTPase-activating activity inhibitors, confirmation, biochemical, ADP Hunter fluorescence. MgcRacGAP-stimulated Rac1 GTP hydrolysis, ADP Hunter fluorescence; higher % means a stronger effect; GST-tagged Rac1 F28L mutant substrate. inhibition, % at 30 µM, or IC50 in µM where a hit was titrated. hit rate 0.6% among 340,000. AID 624330;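 active = first-screen hits whose inhibition reached a set limit at any dose in the follow-up dose series; inconclusive = inhibition above the set first-screen limit but never retested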;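 also: fluorescence reports GDP produced by GAP-driven GTP hydrolysis; strong numbers were not always called active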
KOR beta-arrestin-2 – KOR antagonists, beta-arrestin recruitment, cell-based, luminescence, uHTS (AID 1778); KOR beta-arrestin recruitment, luminescence, antagonist mode; higher % means a stronger effect; inhibition, % at 10 µM, or IC50 in µM where a hit was titrated; hit rate 0.091% among 290,000; in the data active = inhibition above about 50%; also: strong numbers were not always called active
NTR1 ag cell count 20 µM – recorded beside NTR1 ag, whose call it bears; cell count; measured here: cell count, cytotoxicity flag
Numbers without * were called inactive; i = inactive; u = inconclusive; x = no result given; [ ] = remark or other dose.

SMILES | GPR55 antagonists | NTR1 ag | NTR1 ag cell count 20 µM | GPR55 beta-arrestin | K1F lysis inhibition | GPR35 antagonists | NOD1 inhibition | KOR beta-arrestin-1 | Rac1 GTP hydrolysis | KOR beta-arrestin-2
O=C(Cn1cccc1C(=O)c1ccccc1)NCc1ccccc1Cl | 7% | -0.7 | 66 | 0.3% | 0.1% | 22% | -16% | -4.7% | 10% | -6%
CCc1nnc(NC(=O)C2Cc3ccccc3CN2S(=O)(=O)c2cccs2)s1 (stereo not drawn) | -4% | -1.4 | 46 | -0.1% | 4.9% | -10% | -24% | -3.0% | -2% | 35%
CCOc1cc(C2C(C(=O)N3CCOCC3)=C(C)NC3=C2C(=O)CCC3)ccc1O (stereo not drawn) | -5% | 1.9 | 56 | -0.1% | 4.2% | 14% | -6% | x | 0% | 13%
CCc1nnc(N/N=C/c2cccs2)n1N | 6% | 0.2 | 37 | -0.2% | 3.7% | 8% | -30% | 1.7% | 9% | -20%
CC(C)(C)c1ccc(S(=O)(=O)N2CCCC2C(=O)NC2=NCCS2)cc1 (stereo not drawn) | 2% | -1.9 | 55 | -0.3% | 2.9% | -3% | -6% | -10% | 4% | 11%
CC(C)(C)c1ccc(-n2ncc3c2CCCC3NC(=O)c2csnn2)cc1 (stereo not drawn) | 6% | 2.8 | 58 | -0.1% | 0.3%[50 µM] | -2% | -2% | 0.0% | 6% | -2%
O=C(c1ccccc1)N1CCSc2sccc2C1=O | 10% | x | x | -0.2% | 0.3% | 1% | x | -2.1% | 5% | 26%
Cc1cccc(NC(=O)C(C)OC(=O)c2ccccc2NS(=O)(=O)c2cc(C)c(C)c([N+](=O)[O-])c2)c1 (stereo not drawn) | 18% | 1.1 | 79 | -0.3% | 2.3% | 5% | -6% | -0.6% | 11% | -11%
COc1ccccc1/C=C/C(=O)Nc1cccnc1 | 17% | 0.5 | 67 | 0.0% | -0.1% | 10% | -4% | 6.3% | -6% | -3%
CCCCN(c1ccccc1)S(=O)(=O)c1ccc2c(c1)CCN2C(=O)CCC(=O)O | 6% | 0.8 | 80 | -0.1% | 1.7% | -7% | -3% | -1.6% | 3% | -6%
COCCn1nnnc1C(C(C)C)N(Cc1ccccc1)Cc1cc2cc(OC)ccc2[nH]c1=O (stereo not drawn) | -2% | x | x | 0.5% | 3.4% | -1% | 3% | 5.4% | 8% | -19%
COC(=O)C(=Nc1ccccc1)/C(C(=O)C(=O)N(C)c1ccccc1)=C(\O)c1ccccc1 | -10% | 0.4 | 51 | -0.2% | -1.5% | -16% | -8% | -0.8% | 9% | -7%
CCN(CC)S(=O)(=O)c1ccc(N=Cc2c(C)c(C#N)c(=O)n(C)c2O)cc1 | -5% | -1.6 | 52 | -0.3% | 0.0% | 6% | -10% | 2.7% | 5% | 5%
CN(CC(=O)NCc1ccccn1)S(=O)(=O)c1ccc(F)cc1 | -7% | 0.8 | 59 | -0.1% | -0.2% | -8% | 4% | -1.7% | 13% | -18%
C=CCNC(=S)Nc1cccc([N+](=O)[O-])c1 | 16% | -1.1 | 84 | 0.0% | 0.2% | 3% | 7% | -1.3% | 4% | 19%
COc1ccc(CN(C)S(=O)(=O)c2nnc(NC(=O)c3ccccc3)s2)cc1OC | 6% | -1.1 | 49 | -0.2% | 0.7% | -6% | 2% | -1.1% | 11% | -34%
O=C(NCc1ccc(F)cc1)c1cnc2n(c1=O)CCS2 | -15% | -3.1 | 80 | -0.1% | 0.2% | 20% | 10% | 3.7% | 10% | 32%
NCCCCCc1nnc(SCC(N)=O)o1 | 4% | -1.5 | 59 | -1.2% | 0.0% | -9% | -23% | 4.2% | -2% | 15%
N#Cc1c(N2CCCC2)ccc(Br)c1Cl | 2% | 2.0 | 42 | -0.4% | 0.1% | -2% | -13% | -3.8% | -5% | -43%
O=C(Nc1ccccc1C(=O)OCc1nnc(-c2ccccc2)o1)c1ccco1 | 6% | 2.3 | 77 | -0.1% | -0.4% | -5% | -13% | 0.7% | 7% | 13%
CC1CCc2c(sc(NC(=O)Cn3cnc([N+](=O)[O-])n3)c2C(N)=O)C1 (stereo not drawn) | 8% | -0.4 | 110 | -0.2% | 0.2% | -2% | -30% | -12% | 10% | -4%
CCCCNc1ccc(C(CC(N)=O)NC(=O)Cc2cccc3ccccc23)cc1[N+](=O)[O-] (stereo not drawn) | 0% | -0.5 | 91 | -0.1% | 1.6% | 15% | -4% | -5.0% | 9% | x
O=C1c2ccccc2C(=O)N1Cc1nc(-c2ccccn2)no1 | 2% | 1.2 | 47 | -0.1% | 0.2% | 3% | -32% | -0.5% | 3% | -21%
Cc1nc2ccc(NC(=O)Cc3cccs3)cc2s1 | -3% | -1.3 | 45 | 0.7% | 1.2% | -12% | -110% | 14% | 6% | -23%
Nc1cc2c(cc1C(=O)c1ccccc1F)OCCO2 | 6% | -1.8 | 82 | -0.1% | 0.1% | 4% | -20% | -2.0% | -2% | 13%[20 µM]
CCN(Cc1nc2ccccc2c(=O)[nH]1)Cc1nc2ccsc2c(=O)[nH]1 | 5% | 0.3 | 63 | -0.4% | 0.3% | 2% | -43% | 1.8% | 8% | -4%
CC(C)[C@H](NC(=O)N1CCn2c1nc1ccccc12)C(=O)NCc1ccco1 | 5% | -0.4 | 51 | -0.2% | 0.4% | -2% | -16% | x | 6% | x
CC1(C)CC(=O)c2cc(OCC(=O)N3CCCCCC3)ccc2O1 | 11% | -1.5 | 83 | -0.2% | 2.4% | -7% | -63% | 3.4% | 8% | -20%
Cc1ccccc1N1CCN(C(=O)CCN2C(=O)c3ccccc3C2=O)CC1 | 21% | -0.2 | 54 | 0.8% | 1.9% | 17% | 3% | 5.7% | 4% | -28%
O=C(NCCC1CC1(Cl)Cl)c1ccc([N+](=O)[O-])cc1 (stereo not drawn) | 3% | -0.7 | 59 | -0.1% | 0.0% | 4% | -3% | -3.5% | 9% | 22%
CCC(C)NC(=O)[C@H](CSCc1ccccc1)N1Cc2ccccc2C1=O (stereo partly drawn) | -5% | -1.8 | 61 | 0.3% | -2.5% | 5% | -14% | -1.7% | -5% | 8%
Cc1nn(-c2ccc(F)cc2)c(N)c1C1(O)C(=O)Nc2ccccc21 (stereo not drawn) | 7% | -0.2 | 37 | -0.1% | -0.2% | -12% | -37% | 0.1% | 8% | -10%
Cc1cccc(C(=O)Nc2scc(CC(C)C)c2C(=O)O)c1 | 8% | 1.5 | 40 | -0.3% | 0.0% | -4% | x | 7.1% | 4% | -14%
O=C(Nc1ccccc1)N1CCC(c2ccccc2)C1 (stereo not drawn) | 17% | 0.5 | 48 | -0.1% | -0.2% | 4% | -78% | 1.6% | 2% | -1%
Cc1cc(Cl)ccc1C(=O)C1CCCN(C(=O)c2cscn2)C1 (stereo not drawn) | 2% | 0.1 | 57 | -0.2% | 0.2% | 21% | -13% | 1.9% | 5% | -5%
O=S(=O)(c1ccc(F)c(F)c1F)N1CCN(C(=S)NC2CC3CCC2C3)CC1 (stereo not drawn) | 9% | 5.2 | 38 | 0.2% | -0.7% | -12% | -22% | 6.6% | -5% | 3%
O=C(CN1CCN(c2ccc(O)cc2)CC1)Nc1cc(S(=O)(=O)N2CCCC2)ccc1Cl | -14% | 0.6 | 62 | -0.3% | 0.6% | -19% | 7% | 6.5% | u | -45%
CC1CCCCC1NC(=O)CCCc1nc2ccccc2c(=O)[nH]1 (stereo not drawn) | -3% | 0.6 | 88 | -0.1% | i | 6% | -22% | -2.7% | 4% | 13%
COc1cc(C2/C(=C(\O)c3ccc4c(c3)OCCO4)C(=O)C(=O)N2c2nnc(C)s2)cc(OC)c1OC (stereo not drawn) | -4% | 0.6 | 63 | 0.7% | 5.9% | 13% | -20% | 5.3% | 7% | -14%
CNC(=O)c1c[nH]c2ccc(S(=O)(=O)Nc3ccccc3F)cc2c1=O | 2% | -0.1 | 90 | 0.0% | 0.1% | 0% | -4% | -2.5% | 4% | -1%
COn1c(C)c(C(C)=O)c2c3nonc3ccc21 | -3% | 0.0 | 50 | 0.2% | 1.8% | 18% | 22% | -0.9% | 10% | -20%
CCN(CC)C(=O)Oc1cc(=O)n(C)c2ccccc12 | 11% | -2.2 | 76 | 1.6% | 1.8%[50 µM] | -9% | -40% | -1.4% | 7% | -22%
CCOc1cc(-c2nc(C)c(C(C)=O)n2O)ccc1OCC(=O)Nc1ccccc1 | 9% | -0.2 | 56 | 0.5% | 0.3% | 3% | -14% | -6.0% | 6% | 10%
CC(C)C(C(=O)NCc1ccco1)N(Cc1ccco1)C(=O)CNS(=O)(=O)c1ccccc1 (stereo not drawn) | 9% | 1.4 | 58 | 1.2% | 0.4% | -5% | -23% | -0.2% | 6% | 19%
O=C(NCCc1ccccc1)C(=O)NCc1ccncc1 | 10% | -0.3 | 78 | -0.1% | 0.3% | 5% | 0% | -3.3% | 3% | 7%
Cc1cc(O)cc(O)c1C(=O)Cc1ccccc1 | 5% | -0.1 | 42 | -0.4% | 4.2% | 5% | 8% | 8.7% | -2% | 48%
COc1ccc([C@@H]2[C@@H]3C(=O)N(C(C)(C)C)C(=O)[C@@H]3[C@]3(C)C(=O)N(c4cccc(C)c4)C(=O)N23)cc1 | -8% | 1.3 | 73 | -0.1% | 0.1% | -8% | 7% | -0.8% | 10% | -17%[20 µM]
Cc1ccc(S(=O)(=O)N/N=C/c2ccccc2O)cc1[N+](=O)[O-] | 9% | 1.4 | 66 | 0.3% | 4.2% | 19% | -34% | -2.7% | -3% | 7%
CC(C)(C)/C(O)=C/c1nc2ccccc2oc1=O | 4% | 1.4 | 42 | 0.2% | 1.5% | -7% | 12% | x | 28% | -41%[20 µM]
COc1cc(NC(=O)Cn2ncc3c2-c2ccccc2OC3)cc(OC)c1OC | 0% | -1.3 | 59 | -0.1% | 9.2% | 7% | -18% | -12% | -1% | 0%

Compound activity deposited in PubChem BioAssay by several laboratories.

These rows are one share of the data, so the mix of outcomes need not match the whole.
